Bioassay records (PubChem BioAssay)
GRK2 inh: inhibitors of human GRK2 displacing RNA aptamer. P25098. bead flow cytometry, FAM-aptamer displacement from GRK2. inhibition of aptamer binding, % at 10 µM. 330,000 tested, 0.59% active. AID 488847;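 active means inhibition of aptamer binding above 40%, roughly 3 SD of noise, on plates passing a quality check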;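 further: median bead fluorescence of bound FAM aptamer so fluorescent compounds give negative values; no value below 0 was filed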
GLD-1 TGE inh: GLD-1-TGE RNA interaction inhibition (C. elegans); Q17339; purified GLD-1 + fluorescein TGE RNA, fluorescence polarization; inhibition, % at 5.96 µM; 320,000 tested, 0.44% active; AID 2280;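 active means percent inhibition above a per-plate cutoff, the plate mean of test compounds plus 3 SD, cut at about 30% in these data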;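 further: 0% = DMSO wells with GLD-1 and probe and 100% = wells lacking GLD-1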
Efflux pump mplx: antifungal efflux pump inhibition, Nile Red retention; inhibition, % at 10 µM; AID 485275; S. cerevisiae Candida pump triplex; 330,000 tested, 0.44% active;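 active means plate passing quality check with inhibition over a set limit, or well fluorescence over plate mean plus 4 SD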;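 further: Nile Red retained in pooled yeast measured as flow cytometry median fluorescence; 0% = buffer negative control and 100% = Enniatin B positive control; higher means more Nile Red kept so more efflux inhibition; some compounds called inactive have numbers as strong as hits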
BCLXL inh: Bcl-xL (human) inhibition; inhibition, % at 10.9 µM; Q07817; 320,000 tested, 0.7% active; GST-Bcl-xL / FITC-Bim BH3 peptide fluorescence polarization;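 active means inhibition above the mean of all tested compounds plus 3 SD, cutoff set per campaign, cut at about 30% in these data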;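 further: 0% = DMSO wells and 100% = unlabeled Bim-BH3 peptide competitor; inhibitors lower millipolarization by displacing the labeled peptide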
PME-1 primary: blocks human protein phosphatase methylesterase 1 | AID 2130 | recombinant PME-1, FP-Rh probe fluorescence polarization | inhibition, % at 5.9 µM | Q9Y570 | 320,000 tested, 0.53% active;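 active means inhibition above the campaign mean of all compounds plus 3 SD, cut at about 26% in these data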;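 further: competitive labeling of PME-1 active site by serine hydrolase directed probe; 0% = PME-1 with DMSO and 100% = wells lacking PME-1 enzyme; inhibitors block probe labeling so polarization falls and inhibition rises; many of its hits are not listed in these tables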
MEX-5 binding: C. elegans MEX-5 TCR-2 RNA binding activity. MEX-5/FITC-TCR2 RNA binding, fluorescence polarization; hits give low values. 300,000 tested, 0.38% active. Q9XUB2. activity score (negative = inhibition of binding), % at 10 µM;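 active means inhibition past about -25% in most replicates, and total fluorescence under double the plate's negative control median, limit read from the data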;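 further: 0% = DMSO and -100% = 5 µM competing unlabeled TCR2 RNA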
MCL1 BIM primary: disrupts human MCL1 binding to BIM-BH3 peptide. GST-MCL1 / FITC-Bim-BH3 fluorescence polarization. AID 2057. 320,000 tested, 0.68% active. Q07820. inhibition, % at 10.9 µM;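 active means inhibition above the mean inhibition of all tested compounds plus 3 SD, set per campaign, cut at about 40% in these data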;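 further: 0% = DMSO wells and 100% = unlabeled Bim-BH3 peptide control; higher means more loss of mP so more displacement of Bim peptide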
VLA-4 inh: inhibition in a human VLA-4 binding assay. VLA-4 expressing cells, ligand binding flow cytometry. inhibition, % (about 7 µM as worked out from the volumes in the protocol). 330,000 tested, 0.2% active. P13612; in the data active means inhibition above about 50%
Target sequence (P13612 whole entry, looked up): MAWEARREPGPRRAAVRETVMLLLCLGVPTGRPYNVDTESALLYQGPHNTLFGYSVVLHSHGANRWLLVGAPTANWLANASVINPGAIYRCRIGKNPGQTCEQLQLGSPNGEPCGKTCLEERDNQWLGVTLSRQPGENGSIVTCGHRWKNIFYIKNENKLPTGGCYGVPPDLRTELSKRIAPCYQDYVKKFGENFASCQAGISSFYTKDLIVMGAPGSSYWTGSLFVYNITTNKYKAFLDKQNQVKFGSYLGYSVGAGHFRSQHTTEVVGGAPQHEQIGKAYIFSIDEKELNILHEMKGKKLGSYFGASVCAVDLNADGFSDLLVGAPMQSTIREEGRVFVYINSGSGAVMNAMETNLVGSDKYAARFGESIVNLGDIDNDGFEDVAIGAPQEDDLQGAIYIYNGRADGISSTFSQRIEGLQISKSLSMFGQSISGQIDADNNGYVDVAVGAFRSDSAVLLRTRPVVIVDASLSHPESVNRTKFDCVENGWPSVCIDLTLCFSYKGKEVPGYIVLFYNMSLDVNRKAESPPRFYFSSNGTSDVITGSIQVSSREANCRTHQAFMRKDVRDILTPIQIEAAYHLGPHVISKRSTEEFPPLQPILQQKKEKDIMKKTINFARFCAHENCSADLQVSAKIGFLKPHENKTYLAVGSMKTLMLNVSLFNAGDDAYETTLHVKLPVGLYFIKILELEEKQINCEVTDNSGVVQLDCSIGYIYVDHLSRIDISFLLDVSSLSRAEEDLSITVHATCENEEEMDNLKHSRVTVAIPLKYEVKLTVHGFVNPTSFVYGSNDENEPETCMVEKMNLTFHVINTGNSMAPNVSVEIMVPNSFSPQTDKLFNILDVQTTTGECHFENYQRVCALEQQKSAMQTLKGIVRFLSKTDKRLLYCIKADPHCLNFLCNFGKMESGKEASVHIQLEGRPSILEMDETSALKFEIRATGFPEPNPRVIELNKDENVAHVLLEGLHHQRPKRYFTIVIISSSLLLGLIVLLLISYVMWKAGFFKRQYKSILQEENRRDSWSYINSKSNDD
Fam108B counter: blocks mouse Fam108B hydrolase in RBBP9 counter-screen. inhibition, % at 9.51 µM. recombinant Fam108B, FP-Rh probe fluorescence polarization. 300,000 tested, 0.33% active;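 active means inhibition above the screen mean inhibition plus 3 SD, computed separately per campaign, cut at about 18% in these data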;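 further: inhibitors lower polarization as less probe binds the enzyme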
* marks the source's active call; other numbers are inactive results; x = not tested or not shown.

entry | structure | GRK2 inh | PME-1 primary | Fam108B counter | Efflux pump mplx | MEX-5 binding | GLD-1 TGE inh | MCL1 BIM primary | VLA-4 inh | BCLXL inh
1 | CN(C(=O)COC(=O)CSc1ccc(C(N)=O)cc1[N+](=O)[O-])C1CCS(=O)(=O)C1 (stereo not given) | 0 | -2 | 0 | 0.2 | -0.5 | 7 | 1 | 31 | 3
2 | COc1ccc2c(-c3cnc(N4CCOCC4)nc3)c(-c3ccc(S(C)(=O)=O)cc3)sc2c1 | 6 | x | x | 0.4 | x | 0 | x | -1 | x
3 | CCOc1c2ccccc2nn1CCOC | 0 | 3 | 4 | 0.0 | x | -4 | -4 | -1 | 1
4 | S=c1[nH]nc(-c2ccc(Cl)cc2)n1/N=C/c1cccs1 | 14 | 0 | 8 | -0.1 | -2.1 | -3 | -14 | -10 | -34
5 | CCN(C(=O)COC(=O)c1cc(-c2cccc3ccccc23)nc2ccccc12)C1CCS(=O)(=O)C1 (stereo not given) | 0 | 14 | 5 | -0.2 | x | 39* | 98* | -34 | 91*
6 | CCOc1ccc(C2CC(c3ccccc3C)n3ncnc3N2)cc1 (stereo not given) | 1 | -3 | -1 | 0.3 | 0.7 | -4 | 1 | 20 | -1
7 | Cc1nnc(NC(=O)c2ccccc2NC(=O)c2ccccc2)s1 | 0 | -4 | 0 | -0.1 | 1.6 | 7 | 5 | -4 | 7
8 | Cc1nccn1C[C@@H]1CCc2c(c3ccccc3n2C)C1=O | 0 | 0 | 4 | -0.1 | 1.4 | 2 | 12 | 1 | 1
9 | COc1ccccc1C(=O)Nc1nc2nc(-c3ccccc3)cc(=O)n2[nH]1 | 1 | -2 | -9 | -0.1 | -1.0 | 1 | 6 | 0 | 9
10 | CCC(=O)Nc1c(C(=O)Nc2cccc(OC)c2)oc2ccccc12 | 0 | -6 | 0 | 0.1 | 0.0 | 7 | 8 | -6 | 6
11 | COC(=O)c1cc(=O)cc(C(=O)OC)o1 | 1 | -7 | -2 | 0.0 | 0.6 | 6 | 2 | 11 | 3
12 | N#CCc1ccc(OC(=O)c2cnccc2C(F)(F)F)cc1 | 1 | -2 | 4 | 0.1 | 0.2 | 1 | -1 | -7 | 6
13 | CC(C)(C)OC(=O)C[C@H]1C/C=C\C[C@H](CC(=O)N[C@H](CO)Cc2ccccc2)C(=O)N[C@H](Cc2ccccc2)COC1=O | 2 | x | x | 0.7 | x | 2 | x | -20 | x
14 | CCC(=O)Nc1ccc(C(=O)Nc2cccnc2)cc1 | 10 | -5 | -4 | 0.3 | -1.4 | -3 | -9 | -3 | -4
15 | O=C(CNC(=O)c1ccco1)N=Nc1c(O)[nH]c2ccc(Br)cc12 | 2 | -1 | -1 | 0.0 | -2.0 | -3 | -5 | 4 | 1
16 | O=C(Nc1scc(-c2ccccc2)c1C(=O)O)c1ccccc1F | 0 | -5 | -4 | 0.1 | -1.5 | 5 | 9 | 1 | 8
17 | O=C(O)c1cccc(CN2C(=O)CSC2=O)c1 | 4 | 3 | -6 | 0.9* | -1.0 | -1 | 6 | -5 | 3
18 | CCOC(=O)C1=NN(C(=O)Nc2cccc(C(F)(F)F)c2)C2C(=O)N(c3cccc(C(F)(F)F)c3)C(=O)C12 (stereo not given) | 2 | -6 | -10 | 0.0 | -0.2 | 2 | -4 | 9 | 0
19 | CC(C)CN(C(=O)c1ccc(=O)n(C)n1)c1nc2ccccc2s1 | 0 | -6 | 0 | 0.2 | 0.2 | 2 | 1 | 1 | 2
20 | COc1ccc([C@H]2C=C3CN(C(=O)OC(C)(C)C)S(=O)(=O)[C@H]3C[C@H]2OC(=O)c2cccs2)cc1 | 0 | -1 | -3 | 0.0 | 1.9 | 0 | 2 | 13 | 4
21 | COc1ccc(-c2cn(-c3ccc(C)cc3)c(=O)n2CC(=O)Nc2ccc(OC)c(OC)c2)cc1 | 5 | -3 | 2 | 0.6 | 2.1 | 1 | 4 | -1 | 10
22 | Cc1ccc(N(CC(=O)NCc2ccccc2)C(=O)c2csnn2)cc1 | 2 | 9 | -2 | -0.1 | 2.1 | -7 | 6 | 18 | 3
23 | O=C1/C(=C\Nc2ccc(OC(F)(F)F)cc2)CCN1c1ncccn1 | 0 | 10 | -8 | -0.1 | -1.0 | 10 | -5 | -5 | 3
24 | Cc1ccc(NC(=O)CCC(=O)c2cccs2)nc1 | 0 | 13 | -2 | 0.0 | 0.8 | 7 | 0 | -14 | 6
25 | Cc1cc(/C=N/n2cnnc2)c(C)n1-c1ccc2ncccc2c1 | 6 | -5 | -4 | 0.0 | 0.4 | 1 | -6 | 10 | 0
26 | CCSc1nnc2n(-c3ccc(OC)cc3)c(=O)c3c4c(sc3n12)CCCC4 | 2 | -7 | 4 | -0.1 | 1.4 | 3 | 3 | -3 | 5
27 | O=C(/C=C/c1ccc(O)cc1)c1ccc(O)cc1O | 1 | 1 | 1 | -0.2 | 0.8 | 3 | 8 | 7 | 11
28 | CCOc1ccc(C(C)=O)cc1CSc1nnc(-c2ccoc2C)n1N | 2 | -6 | -2 | 0.1 | 4.0 | -2 | 4 | -12 | 2
29 | COc1ccc(OCC(=O)OCC(=O)Nc2cc(S(=O)(=O)N3CCOCC3)ccc2Cl)cc1 | 0 | x | x | -0.1 | x | 3 | x | 4 | x
30 | CNC(=O)c1cc(C(=O)c2c(Cl)cccc2Cl)c[nH]1 | 0 | 2 | -1 | 0.0 | 0.5 | 4 | -1 | 11 | 0
31 | CN1CCN(C(=S)Nc2ccc(Oc3ccccc3)cc2)CC1 | 0 | 1 | -3 | 0.0 | 0.4 | 3 | 6 | 2 | -3
32 | CC(C)=CC(=O)N1CCCC(N2CCN(c3ccc(F)cc3)CC2)C1 (stereo not given) | 0 | -5 | 3 | 0.1 | -2.4 | 6 | -4 | 15 | 10
33 | CCC1(C)Cc2c(sc(NC(=O)CCC(=O)O)c2C#N)CO1 (stereo not given) | 0 | -4 | -3 | 0.0 | -3.2 | -3 | 0 | -3 | 8
34 | COc1cc(C(=O)NCC(=O)N2CCN(S(=O)(=O)c3ccccc3)CC2)cc(OC)c1OC | 2 | -4 | -1 | 0.2 | -1.8 | 1 | -3 | 2 | 0
35 | CCCCCOC(=O)C1[C@H]2C(=O)N(CCCOC)C[C@]23C=C[C@H]1O3 (stereo not given in full) | 0 | 2 | -1 | 0.1 | 1.1 | -3 | -9 | 1 | 1
36 | CCOC(=O)N1CCc2c(sc3c2C(=O)NC(c2ccccc2)N3)C1 (stereo not given) | 0 | 5 | 4 | -0.1 | -1.6 | 6 | 25 | -4 | 28
37 | CC(C)CC(=O)Nc1nnc(SCC(=O)Nc2ccc(F)cc2)s1 | 0 | 4 | 2 | -0.1 | -1.7 | 11 | -7 | -1 | 2
38 | Cc1ccc(Cn2c(C(C)Nc3nc(-c4ccc(C)cc4)cs3)nc3cc(Cl)c(Cl)cc32)cc1 (stereo not given) | 0 | -3 | -1 | -0.2 | 8.7 | -2 | 17 | 21 | 0
39 | CCOC(=O)c1ccc(NC(=O)CSc2nc3cccnc3n2C)cc1 | 2 | 3 | 6 | -0.1 | 2.0 | 4 | 19 | 7 | 16
40 | N#C/C(=C\c1ccc(Cl)cc1)c1n[nH]c(Cn2cncn2)n1 | 0 | -2 | 5 | 0.0 | 0.5 | 2 | -2 | 0 | 1
41 | CC(OC(=O)C1CCN(c2ccc(C(F)(F)F)cn2)CC1)C(=O)c1ccccc1 (stereo not given) | 0 | -8 | -3 | 0.2 | 1.3 | -1 | -22 | 1 | -12
42 | Cc1cc(=O)[nH]c(SCC(=O)Nc2c(C)n(C)n(-c3ccccc3)c2=O)n1 | 1 | 4 | x | -0.1 | x | -4 | -8 | 2 | -4
43 | CC(Sc1cccc[n+]1[O-])C(=O)Nc1cccc([N+](=O)[O-])c1 (stereo not given) | 0 | 10 | -2 | 0.0 | 3.3 | -8 | -2 | -8 | 4
44 | CC(C)(C)n1nc2c(c1NC(=O)c1cccc(Cl)c1)CS(=O)(=O)C2 | 0 | 2 | 1 | 0.0 | 0.3 | 5 | 5 | -3 | 2
45 | COc1cc(CCN2C(=O)c3cccc4cccc(c34)C2=O)c(S(=O)(=O)N2CCCCCC2)cc1OC | 0 | 5 | -5 | -0.2 | -0.6 | 1 | 10 | 2 | 7
46 | N#Cc1cccc(NC(=O)CSc2n[nH]c(=O)[nH]c2=O)c1 | 1 | 2 | -3 | 0.0 | x | 0 | 5 | -6 | 5
47 | CCN(C(=O)CSc1nnc(NCc2ccccc2)s1)C1CCS(=O)(=O)C1 (stereo not given) | 0 | 7 | -7 | 0.0 | 1.3 | 8 | 1 | -5 | -3
48 | CCCc1cc(=O)[nH]c(-n2[nH]c3c(c2=O)CCCC3)n1 | 0 | 4 | 2 | 0.0 | -9.1 | 29 | 40 | -6 | 47*
49 | CC1S/C(=N/N=C/c2cccs2)NC1=O (stereo not given) | 4 | -6 | 2 | -0.3 | 0.4 | -3 | 0 | 12 | 1
50 | Cc1nn(C(C)(C)C)c(OC(=O)c2ccc(Br)o2)c1Sc1ccccc1 | 0 | 3 | 1 | 0.2 | -1.5 | -1 | 6 | 1 | 5
51 | COc1cccc(C(=O)COc2cccc(NC(=O)c3cccc([N+](=O)[O-])c3)c2)c1 | 0 | 23 | 24* | 0.0 | x | -1 | 0 | -2 | -1
52 | CCCC(=O)Nc1sc2c(c1C#N)CC(C)(C)NC2(C)C | 0 | 4 | -3 | 0.2 | -0.6 | 1 | 1 | 0 | 2
53 | CCOc1ncccc1C(=O)OCC(=O)Nc1cc(S(=O)(=O)N2CCOCC2)ccc1Cl | 1 | 22 | 4 | 0.0 | 0.3 | 5 | 3 | 14 | 6
54 | CCN(CC)S(=O)(=O)c1cccc(C(=O)N/N=C/c2c(C)nn(-c3ccccc3)c2Cl)c1 | 0 | 3 | -4 | 0.2 | -3.2 | -2 | 6 | 8 | 4
55 | O=C(OCC(=O)N1CCCc2ccccc21)c1cccc(S(=O)(=O)N2CCc3ccccc32)c1 | 0 | 4 | -6 | -0.1 | -0.1 | 0 | 1 | 11 | 4
56 | Clc1ccc(C2=Nn3c(nnc3-c3cccs3)SC2)cc1 | 0 | -7 | -1 | 0.0 | 0.3 | -1 | -2 | 2 | 3
57 | Cc1ccc(S(=O)(=O)NCC(=O)N(CC(=O)NCc2ccc(F)cc2)CC2CCCO2)cc1 (stereo not given) | 2 | 2 | 2 | 0.1 | -0.2 | 4 | 2 | 17 | -1
58 | Cc1cc(C)nc(Nc2ccc(N3CCCC3)cc2)n1 | 2 | -9 | -1 | -0.1 | -0.6 | -5 | 11 | -30 | 20
59 | CN(C)C=NC(=O)c1[nH]c2ccc(Cl)cc2c1-c1ccccc1 | 0 | -11 | -5 | 0.1 | 0.5 | 0 | 6 | -21 | 6
60 | Cc1ccccc1NS(=O)(=O)c1cc(C(=O)N2CCc3ccccc3C2)ccc1C | 1 | 10 | -3 | 0.2 | -1.4 | 7 | 8 | 6 | 1
61 | COc1ccccc1C1OC2=C(Nc3ccc([N+](=O)[O-])cc3N2)C1=O (stereo not given) | 0 | 2 | -4 | 0.1 | -2.2 | 1 | 13 | 10 | 7

An excerpt, so the mix of outcomes need not match the whole.
